RAD54 branch: blocks human RAD54 Holliday junction branch migration | Q92698 | FAM/BHQ fluorescence | inhibition, % at 10.4 µM | 360,000 compounds, 0.14% hits | AID 602329;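 active = mean normalized replicate activity at least 40 and at least half of replicates scoring 40 or more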;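 note: 0% = median of neutral control wells and 100% = median of positive control wells; inhibitors cause a drop in the FAM fluorescence signal; in these data hits start at about 50%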
PGC1a acetyl inh: modulators of PGC1a acetylation; inhibition, % at 15.6 µM; AID 651687; U2OS PGC1a acetylation, AlphaScreen anti-acetyl-lysine; with virally co-expressed GCN5 acetyltransferase; 350,000 compounds, 0.17% hits;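 active = every replicate shows inhibition of at least 40%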;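 note: 0% = neutral control wells and 100% = positive control wells; some results beyond the cut were filed as inactive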
PglD inh: inhibitors of Campylobacter jejuni PglD acetyltransferase | purified PglD enzyme, DTNB colorimetric CoA detection | inhibition, % at 12.5 µM | 360,000 compounds, 0.098% hits; in the data active = inhibition above about 16%, passing the limit was not always enough; note: strong numbers were not always called active
RAD52 anneal inh: RAD52 (human) annealing inhibition | P43351 | recombinant RAD52 DNA annealing, FRET fluorescence | inhibition, % at 18.7 µM | 360,000 compounds, 0.46% hits | AID 651710;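 active = every replicate showing at least 50% inhibition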
Target sequence (P43351 whole entry, looked up): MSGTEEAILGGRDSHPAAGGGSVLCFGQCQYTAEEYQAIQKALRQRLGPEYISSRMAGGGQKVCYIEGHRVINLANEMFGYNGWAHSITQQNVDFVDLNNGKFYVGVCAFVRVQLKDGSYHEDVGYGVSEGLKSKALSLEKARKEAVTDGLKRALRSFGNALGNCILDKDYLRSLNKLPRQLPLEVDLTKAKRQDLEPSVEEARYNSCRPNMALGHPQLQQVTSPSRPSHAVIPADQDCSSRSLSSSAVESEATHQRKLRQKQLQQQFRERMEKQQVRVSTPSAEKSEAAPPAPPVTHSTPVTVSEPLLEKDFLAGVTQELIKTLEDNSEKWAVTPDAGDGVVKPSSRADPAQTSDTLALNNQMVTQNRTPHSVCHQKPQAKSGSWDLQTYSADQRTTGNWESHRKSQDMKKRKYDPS
ERAP1 HTS inh: blocks human ERAP1 aminopeptidase activity. 340,000 compounds, 0.15% hits. Q9NZ08. recombinant ERAP1, Leu-AMC fluorescence, 60 min. inhibition, % at 10.7 µM;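 active = mean replicate inhibition of at least 30%, or all replicates individually reaching that 30% level; inactive = mean below 30% and not every replicate reaching it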;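 note: 0% = neutral control wells and 100% = L-leucinethiol positive control wells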
E-selectin induc: induces E-selectin expression in human endothelial cells; P16581; HUVEC E-selectin immunofluorescence imaging; normalized: neutral wells 0, TNF-alpha wells 100; activation, % at 7.58 µM; 260,000 compounds, 0.37% hits;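 active = mean E-selectin-positive cell signal at least 10% of the positive control, reached in at least 60% of replicates, without over 20% cell loss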;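 note: in these data hits start at about 27%; measured in HUVEC primary endothelial cells; signal is the percent of cells scored E-selectin positive by PE staining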
Target sequence (P16581 whole entry, looked up): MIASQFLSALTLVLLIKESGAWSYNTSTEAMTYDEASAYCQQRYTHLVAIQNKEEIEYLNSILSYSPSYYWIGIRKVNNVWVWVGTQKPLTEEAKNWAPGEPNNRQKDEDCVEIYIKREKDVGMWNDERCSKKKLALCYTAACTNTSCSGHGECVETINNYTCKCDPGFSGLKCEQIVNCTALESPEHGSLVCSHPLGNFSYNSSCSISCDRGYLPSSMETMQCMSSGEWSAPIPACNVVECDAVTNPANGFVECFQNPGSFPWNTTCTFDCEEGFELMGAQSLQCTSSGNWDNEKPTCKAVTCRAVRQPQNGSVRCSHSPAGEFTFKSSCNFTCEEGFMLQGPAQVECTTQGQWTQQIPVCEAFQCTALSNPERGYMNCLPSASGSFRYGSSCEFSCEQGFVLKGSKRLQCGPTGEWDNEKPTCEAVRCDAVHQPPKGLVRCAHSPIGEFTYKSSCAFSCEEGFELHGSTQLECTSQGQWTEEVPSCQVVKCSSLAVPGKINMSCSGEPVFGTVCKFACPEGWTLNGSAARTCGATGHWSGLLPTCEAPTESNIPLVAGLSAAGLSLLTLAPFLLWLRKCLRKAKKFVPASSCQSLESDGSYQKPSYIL
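Read-out basis: % PE-positive cells; Test system: HUVEC primary endothelial cells; Technique: immunofluorescence imaging; Dosing: single-point compound dose.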
Cneo AK release: causes C. neoformans cell lysis. adenylate kinase release luminescence, 4 h; normalised: neutral wells 0, clomiphene wells 100. lysis activity, % at 15 µM. 360,000 compounds, 0.2% hits;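 active = mean lysis activity across replicates of at least 80%, whatever share of replicates individually reach that level; inactive = mean lysis activity below 80%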
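Material: C. neoformans cells; Schedule: 4 h static compound exposure, 37 °C, read 1 h post-reagent; Measured by: adenylate kinase release luminescence; Read-out: signal increase indicating cell lysis; Controls: Clomiphene as positive lysis control.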
miR122 inh: blocks miR-122 activity in Huh7 sensor cells | Huh7 miR-122 Renilla luciferase sensor, 48 h; neutral wells = 0, positive control = 100 | activation (reporter increase), % at 12.5 µM | 340,000 compounds, 0.3% hits | AID 602342;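 active = mean replicate activation score at least 90 and every replicate individually at or above 90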;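 note: higher luciferase means less miR-122 activity so hits act as miR-122 inhibitors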
* hit, by the source's call; i = inactive; / = no result given; [ ] = dose if it differs, or a comment. Compounds as they come. About 1.4% of those tested had a hit in this group.

structure	RAD54 branch	PGC1a acetyl inh	PglD inh	RAD52 anneal inh	ERAP1 HTS inh	E-selectin induc	Cneo AK release	miR122 inh
COc1ccc(C(=O)/C=C/c2ccc(N(C)C)cc2)c(OC)c1	-228	10	-9	i	-1	/	-2	212*
CC(C)(C)NC(=O)CCC1COc2ccccc2O1 (stereo not given)	-3	-6	-3	/	/	/	0	-4
Cc1cc(S(=O)(=O)N2CCOCC2)ccc1OCC(=O)NCCCn1ccnc1	2	0	-18	-6	-1	/	-1	-6
COc1cc(/C=N/O)cc(Br)c1OCc1ccc(Cl)cc1	-3	-9	1	-3	0	/	-1	-3
C[C@@H]1CN([C@@H](C)CO)C(=O)c2c(c3ccccc3n2C)-c2ccccc2CO[C@H]1CN(C)S(=O)(=O)c1ccc(C#N)cc1	-5	-22	-2	-2	5	0.0	2	-8
CCOC(=O)Nc1ccc2c(c1)N(C(=O)CNC)c1ccccc1CC2	-2	/	-3	-7	-3	/	-1	/
O=C(CN1CCCc2ccccc21)N/N=C/c1ccccc1O	3	2	-2	/	/	/	-5	9
CC(C)C(=O)N1CCCCCCN1C(=O)C(C)C	1	-4	6	-2	0	/	-1	-3
Cc1cccc(NC2=NC3(CCCCC3)N=C(N)N2)c1C	5	-3	9	/	/	/	2	-1
CCN(CC)CC(=O)NCC1(c2ccccc2)CCOCC1	-7	-5	0	/	/	/	-2	0
COC(=O)C1C(O)=C(C(C)=Nc2cccc3ccccc23)C(=O)CC1(C)C (stereo not given)	/	5	/	-1	3	0.8	/	/
Cc1cc(NC(=O)CCC(=O)N(CCC(C)C)C(C(=O)NC2CCCC2)c2ccccc2C)no1 (stereo not given)	1	-6	-5	-7	4	/	27	-10
O=C(O)c1ccc(COc2ccc3ccccc3c2/C=C2/NC(=O)N(Cc3ccc(F)cc3)C2=O)cc1	/	6	/	-11	1	0.0	/	-3
COc1ccc(S(=O)(=O)Nc2cccc3c2O[C@H](CN(C)Cc2ccc(C(F)(F)F)cc2)[C@H](C)CN([C@@H](C)CO)C3=O)cc1	2	-10	1	2	0	0.1	4	0[16.7 µM]
CC1CCCC(NC(=O)CN2C(=O)NC(C)(c3cc(F)ccc3F)C2=O)C1C (stereo not given)	/	7	/	-8	0	-0.1	/	-8
CC[n+]1c(/C=C/Nc2ccccc2)oc2ccccc21	-9	10	-4	/	/	/	-1	-4
COc1ccc(C2CC(c3ccccc3)=NN2C(=O)c2ccc(F)cc2)cc1 (stereo not given)	4	5	-3	-10	-1	/	-7	1
CCc1ccc(NC(=S)N2CCC(NC(=O)c3ccccc3OC)CC2)cc1	6	/	-4	-8	1	-6.2	0	-2
C[C@H](CO)N1C[C@H](C)[C@@H](CN(C)C(=O)Nc2ccc(F)cc2)Oc2ncc(C#C[C@@H](C)O)cc2C1=O	4	15	5	-8	2	-0.2	6	-2[16.7 µM]
CCOC(=O)C1(C)CCN1C(=O)c1cccc(OC)c1 (stereo not given)	-4	-13	0	-15	2	0.0	-2	-3
CCc1nc(SCC(=O)O)c(C#N)cc1C	3	2	-7	-2	1	/	-1	-5
Cc1cccc(NC(=O)CSc2nc(=O)n3ccccc3n2)c1C	/	-3	/	-21	3	-1.2	/	-8
NC(c1csc(Nc2cc(NCc3ccco3)ncn2)n1)c1ccccc1Cl (stereo not given)	-5	-10	-3	-43	-4	0.2	2	-5
CC(OC(=O)/C=C/c1ccccc1Cl)C(=O)NC1CCCCC1C (stereo not given)	-7	6	1	-12	-1	0.0	0	-8
C[C@@H]1CCCCO[C@H](CN(C)CC2CC2)[C@H](C)CN([C@@H](C)CO)C(=O)c2cc(NC(=O)Nc3ccc4c(c3)OCO4)ccc2O1	10	1	-9	55*	0	-0.3	-3	-2[16.7 µM]
CCCNC(=O)N1[C@@H](C#N)[C@@H](c2ccc(-c3ccc(C(=O)N(C)C)cc3)cc2)[C@@H]1CO	11	1	0	-27	-1	-0.2	-2	/
O=C(N/N=C\c1cccnc1)c1ccc(Br)s1	-1	/	5	-12	-1	0.4	-3	/
CCOC(=O)C(CSCC(=O)c1ccc(Cl)cc1Cl)NC(=O)OC(C)(C)C (stereo not given)	3	-8	8	/	/	/	-1	4
CCCSc1nnc(CSc2nc(C)cc(C)n2)n1C	/	-5	/	-14	1	0.2	/	/
CC(O)(c1cccc(F)c1)c1nc(-c2ccc(Cl)cc2)cs1 (stereo not given)	0	-3	13	-6	-1	0.4	0	2

11 successive compounds from above, for reference:
structure	RAD54 branch	PGC1a acetyl inh	PglD inh	RAD52 anneal inh	ERAP1 HTS inh	E-selectin induc	Cneo AK release	miR122 inh
CCOC(=O)C1(C)CCN1C(=O)c1cccc(OC)c1 (stereo not given)	-4	-13	0	-15	2	0.0	-2	-3
CCc1nc(SCC(=O)O)c(C#N)cc1C	3	2	-7	-2	1	/	-1	-5
Cc1cccc(NC(=O)CSc2nc(=O)n3ccccc3n2)c1C	/	-3	/	-21	3	-1.2	/	-8
NC(c1csc(Nc2cc(NCc3ccco3)ncn2)n1)c1ccccc1Cl (stereo not given)	-5	-10	-3	-43	-4	0.2	2	-5
CC(OC(=O)/C=C/c1ccccc1Cl)C(=O)NC1CCCCC1C (stereo not given)	-7	6	1	-12	-1	0.0	0	-8
C[C@@H]1CCCCO[C@H](CN(C)CC2CC2)[C@H](C)CN([C@@H](C)CO)C(=O)c2cc(NC(=O)Nc3ccc4c(c3)OCO4)ccc2O1	10	1	-9	55*	0	-0.3	-3	-2[16.7 µM]
CCCNC(=O)N1[C@@H](C#N)[C@@H](c2ccc(-c3ccc(C(=O)N(C)C)cc3)cc2)[C@@H]1CO	11	1	0	-27	-1	-0.2	-2	/
O=C(N/N=C\c1cccnc1)c1ccc(Br)s1	-1	/	5	-12	-1	0.4	-3	/
CCOC(=O)C(CSCC(=O)c1ccc(Cl)cc1Cl)NC(=O)OC(C)(C)C (stereo not given)	3	-8	8	/	/	/	-1	4
CCCSc1nnc(CSc2nc(C)cc(C)n2)n1C	/	-5	/	-14	1	0.2	/	/
CC(O)(c1cccc(F)c1)c1nc(-c2ccc(Cl)cc2)cs1 (stereo not given)	0	-3	13	-6	-1	0.4	0	2

The results go on.
Field names – A = RAD54 branch; B = PGC1a acetyl inh; C = PglD inh; D = RAD52 anneal inh; E = ERAP1 HTS inh; F = E-selectin induc; G = Cneo AK release; H = miR122 inh
COc1cc(S(=O)(=O)NCc2cccnc2)c(OC)cc1Br
  A: 2 | B: -3 | C: 0 | D: / | E: / | F: 8.6 | G: -1 | H: 108*

CC(C)[C@H](NC(=O)NCc1ccc(F)cc1)C(=O)O
  A: 0 | B: 6 | C: -2 | D: -16 | E: 0 | F: 0.1 | G: 5 | H: -2

CC(=O)Nc1cccc(C(=O)NC(C)c2ccc(-n3ccnc3)cc2)c1 (stereo not given)
  A: 0 | B: 25 | C: -5 | D: -1 | E: -4 | F: 1.4 | G: -3 | H: 0

O=C(CCCN1C(=O)/C(=C/c2ccccc2Cl)SC1=S)N1CCOCC1
  A: -2 | B: / | C: 1 | D: -10 | E: 1 | F: 0.4 | G: -1 | H: /

COCCNC(=O)C1(C)CCN(Cc2csc(-c3ccc(Cl)cc3)n2)C1 (stereo not given)
  A: -7 | B: -4 | C: -1 | D: -44 | E: 4 | F: -0.1 | G: 0 | H: -3

CC(C)OC(=O)N(C)C[C@@H]1OCc2ccccc2-c2ccccc2C(=O)N([C@@H](C)CO)C[C@@H]1C
  A: 4 | B: -2 | C: -7 | D: 10 | E: 0 | F: 0.2 | G: -3 | H: /

C=CCN1C=C2C(=O)C(C)(OC(=O)CCc3ccccc3)C(=O)C=C2C=C1c1ccc(C#N)cc1 (stereo not given)
  A: 3 | B: 17 | C: 1 | D: / | E: / | F: 1.3 | G: 0 | H: 2

O=C(/C=C/c1cccc([N+](=O)[O-])c1)N1CCN(c2ccccn2)CC1
  A: 0 | B: / | C: 1 | D: -6 | E: 0 | F: -0.2 | G: 2 | H: /

O=C(c1ccccn1)N1CCCC(N2CCN(c3ccc(F)cc3)CC2)C1 (stereo not given)
  A: -17 | B: -1 | C: 4 | D: -19 | E: 0 | F: -0.3 | G: 1 | H: 4

Cc1ccc2ncccc2c1NS(=O)(=O)c1ccccc1
  A: 5 | B: -8 | C: 4 | D: / | E: / | F: / | G: 0 | H: -5

CCS(=O)(=O)N1CC(=O)N2[C@H](CO)[C@@H](c3ccc(C#Cc4cccc(F)c4)cc3)[C@H]2C1
  A: / | B: -11 | C: / | D: -2 | E: -2 | F: -0.1 | G: / | H: /

C[C@H]1CN([C@@H](C)CO)S(=O)(=O)c2ccc(C3=CCCCC3)cc2O[C@H]1CN(C)Cc1cccnc1
  A: -7 | B: -8 | C: 0 | D: 18 | E: 0 | F: 0.1 | G: -1 | H: /

CCc1noc(C)c1C(=O)N(CC)CC(=O)NCc1ccc(F)cc1
  A: 1 | B: -3 | C: -3 | D: -2 | E: 1 | F: 0.3 | G: -3 | H: 1

COc1ccc(-c2cc(C3CCN(c4ncccc4[N+](=O)[O-])CC3)[nH]n2)cc1
  A: -2 | B: -19 | C: 2 | D: / | E: / | F: / | G: -5 | H: -8

CC(C)CCNC(=O)C1CCN(S(=O)(=O)c2ccc3c(c2)CC(C)N3C(=O)C2CCC2)CC1 (stereo not given)
  A: 1 | B: -43 | C: 0 | D: -9 | E: 0 | F: / | G: -20 | H: -4

COc1cc(OC)cc(C(=O)NC(C(=O)Nc2ccc3c(c2)OCCO3)C(C)C)c1 (stereo not given)
  A: -2 | B: -2 | C: -16 | D: -5 | E: -7 | F: 0.2 | G: -1 | H: 22

COc1ccc(S(=O)(=O)N(C)C[C@H]2Oc3ccc(NS(=O)(=O)c4ccc(C)cc4)cc3CC(=O)N([C@@H](C)CO)C[C@H]2C)cc1
  A: -8 | B: -4 | C: -1 | D: / | E: / | F: -0.5 | G: -1 | H: -1[16.7 µM]

Cc1ccc(C(=O)N2CCN(S(=O)(=O)N3CCCCCC3)CC2)cc1
  A: -3 | B: -6 | C: 3 | D: -3 | E: 0 | F: / | G: 0 | H: 1

O=C(Nc1ccc(F)cc1)N1CC(=O)N2[C@H](CO)[C@H](c3ccc(-c4cccc(F)c4)cc3)[C@H]2C1
  A: / | B: -4 | C: / | D: 18 | E: 1 | F: 1.3 | G: / | H: /

CCC(C(=O)NC1CCCC1)N(C(=O)Cn1nnc(-c2ccc(C)o2)n1)c1cccc(O)c1 (stereo not given)
  A: -5 | B: / | C: 5 | D: -42 | E: 3 | F: -0.1 | G: 1 | H: /

C[C@H](CO)N1C[C@H](C)[C@@H](CN(C)C(=O)c2ccccn2)Oc2ncc(-c3cccc(F)c3)cc2C1=O
  A: 5 | B: -2 | C: -1 | D: -3 | E: 2 | F: 0.9 | G: -3 | H: 6[16.7 µM]

COc1ccc(C(=O)N/N=C(\C)CC(=O)Nc2ccc3c(c2)OCCO3)c(OC)c1
  A: 3 | B: -1 | C: -3 | D: -6 | E: 3 | F: -0.1 | G: 6 | H: -6

COc1ccc(-n2c3c(c(=O)[nH]c2=O)C(C(F)(F)F)(C(F)(F)F)N=C(CC(C)C)N3)cc1
  A: -10 | B: -3 | C: 6 | D: / | E: / | F: / | G: 8 | H: -5

COc1ccc2c3c([nH]c2c1)[C@H](CO)N(C(=O)C1CCCCC1)CC31CCN(C)CC1
  A: / | B: 5 | C: / | D: 1 | E: 2 | F: -0.4 | G: / | H: /

COc1ccc(/C=C2/SC(=O)N(CCC(=O)Nc3ccccc3C(=O)O)C2=S)cc1
  A: 0 | B: / | C: -10 | D: -1 | E: -2 | F: 0.3 | G: 0 | H: 1

Source: PubChem (Broad Institute)
